# Bioassay records as filed in PubChem BioAssay.
# TrxR1 substrate = qHTS Assay for Substrates of Mammalian Selenoprotein Thioredoxin Reductase 1 (TrxR1): qHTS | Thioredoxin reductase 1, cytoplasmic (Rattus norvegicus), O89049 | actives 0.01% (n = 390,000) | Potency, µM (doses to about 114 µM), inactives show top-dose activity change, negative = substrate turnover | AID 588456, 2011 | purified TrxR1 substrate turnover, NADPH consumption readout; further: potency means the concentration at half of the fitted maximal effect; on the % scale 0 is the no-effect control and ±100 the full control effect; nearly all actives have a fitted effect of over 50% in size
# Target sequence (O89049 whole entry, looked up): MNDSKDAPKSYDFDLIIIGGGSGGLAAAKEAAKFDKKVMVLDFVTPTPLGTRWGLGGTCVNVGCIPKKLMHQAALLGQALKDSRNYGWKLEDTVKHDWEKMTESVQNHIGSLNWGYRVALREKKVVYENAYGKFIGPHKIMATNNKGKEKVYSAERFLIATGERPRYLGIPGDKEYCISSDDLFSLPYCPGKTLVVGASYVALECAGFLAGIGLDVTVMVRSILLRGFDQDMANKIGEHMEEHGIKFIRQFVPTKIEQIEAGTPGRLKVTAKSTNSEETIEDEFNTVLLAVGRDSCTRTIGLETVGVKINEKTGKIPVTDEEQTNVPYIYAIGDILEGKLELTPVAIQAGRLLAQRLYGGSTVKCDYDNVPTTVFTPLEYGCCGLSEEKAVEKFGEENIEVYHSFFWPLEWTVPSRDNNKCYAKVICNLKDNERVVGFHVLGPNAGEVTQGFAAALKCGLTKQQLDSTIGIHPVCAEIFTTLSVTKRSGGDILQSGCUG
#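 Rat TrxR1, dispensed at 90 nM, was prereduced with 400 uM NADPH (final) for 5 min at ~22 deg C, then incubated with compound 15 min before 400 uM selenite. A first-read NADPH fluorescence drop versus no-compound background flagged substrates.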
# TrxR1 inh = qHTS Assay for Inhibitors of Mammalian Selenoprotein Thioredoxin Reductase 1 (TrxR1): qHTS | Thioredoxin reductase 1, cytoplasmic (Rattus norvegicus), O89049 | recombinant rTrxR1, NADPH fluorescence consumption, selenite substrate | Potency, µM (titrated, usually from 114 µM), inactives show top-dose activity change, negative = inhibition, actives largely listed as inhibitors | actives 1% (n = 390,000) | AID 588453, 2011; further: potency means the concentration at half of the fitted maximal effect; on the % scale 0 is the no-effect control and ±100 the full control effect; nearly all actives have a fitted effect of over 65% in size
#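 Rat TrxR1 (90 nM in the dispensed reagent) was pre-reduced with 400 uM NADPH for 5 min at room temperature, then incubated with compound for 15 min. After 400 uM selenite was added, NADPH fluorescence (Ex 340/Em 450 nm) was followed for 8 min.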
# Vif-A3F inh = qHTS for Inhibitors of Vif-A3F Interactions: qHTS; actives 0.2% (n = 390,000); AID 602313, 2012; HeLa A3F-eYFP + Vif (tagged APOBEC3F with the HIV-1 protein that degrades it), YFP fluorescence increase; Potency, µM (doses to about 46.1 µM), without a hit: top-dose activity, negative = active; further: potency means the concentration at half of the fitted maximal effect; % of control where 0% means no effect; nearly all actives have a fitted effect of over 65% in size
#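 Fluorescence increase (Ex 488/Em 500-530) after overnight compound treatment at 37 deg C flags inhibition of Vif-driven A3F-eYFP loss in stable HeLa A3F-eYFP/Vif cells seeded overnight beforehand.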
# LDHA block = qHTS assay for inhibitors of human lactate dehydrogenase | activity change, % (values are at about 110 or 230 µM) | L-lactate dehydrogenase A chain (Homo sapiens), P00338 | actives 0.15% (n = 480,000) | purified LDHA, NADH/diaphorase-resazurin fluorescence; stronger effect = lower value; in the data active means activity change below about -30%; inconclusive means mostly about -25% to -30%;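 further: plate controls were DMSO wells for no effect and wells without enzyme for full effect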
#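 LDH5 2 nM; NADH 0.06 mM, pyruvate 0.2 mM; 200 mM Tris pH 7.4, EDTA, Tween-20; 5 min RT. Detection: diaphorase 0.133 mg/mL + resazurin 37 µM, fluorescence ex540/em590 at 0 and 20 min; normalized to enzyme-free and DMSO wells.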
# mIDH1 inhibitor = qHTS for Inhibitors of mutant isocitrate dehydrogenase 1 (IDH1): qHTS | Potency, µM (top dose mostly 76.6 µM), for the others: at the highest dose activity change, negative = inhibition, actives largely listed as inhibitors | actives 0.093% (n = 390,000) | Isocitrate dehydrogenase [NADP] cytoplasmic (Homo sapiens), O75874 | IDH1-R132H enzyme, NADPH consumption, diaphorase/resazurin fluorescence | AID 602179, 2012; further: potency means the concentration at half of the fitted maximal effect; on the % scale 0 is the no-effect control and ±100 the full control effect; nearly all actives have a fitted effect of over 65% in size
#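 IDH1-R132H (0.5 ug/mL dispensed) in pH 7.5 Tris buffer was preincubated 30 min with compound, then given a substrate mix of 0.016 mM NADPH and 2 mM alpha-KG for 80 min at room temperature; remaining NADPH was read by diaphorase/resazurin fluorescence.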
# GRP78 ERSR act = qHTS for Inducers of the Endoplasmic Reticulum Stress Response (ERSR) in Human Glioma: qHTS | U87-MG GRP78 promoter luciferase reporter, 16 h | Potency, µM, for inactives: at the highest dose activation, hits mostly activators | actives 0.02% (n = 420,000); further: potency means the concentration at half of the fitted maximal effect; series mostly up to about 76 µM; % of control where 0% means no effect; nearly all actives have a fitted effect of over 35% in size
#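 ERSR induction read as luciferase luminescence (Bright-Glo, 10 min at room temperature) in stably transfected human U87-MG glioma cells exposed to compounds for 16 h, using GRP78 as sensor.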
# RGS4 inh = Inhibitors of Regulator of G Protein Signaling (RGS) 4: qHTS | Regulator of G-protein signaling 4 (Homo sapiens), P49798 | Transcreener GDP fluorescence polarization, RGS4-accelerated GTP hydrolysis | Potency, µM (highest dose often 114 µM), for inactives: top-dose activity change, negative = inhibition, most hits filed as inhibitors | actives 0.039% (n = 390,000) | AID 504845, 2011; further: potency means the concentration at half of the fitted maximal effect; on the % scale 0 is the no-effect control and ±100 the full control effect; nearly all actives have a fitted effect of over 75% in size; some results filed as inactive show a strong effect at the top dose
# Target sequence (P49798 whole entry, looked up): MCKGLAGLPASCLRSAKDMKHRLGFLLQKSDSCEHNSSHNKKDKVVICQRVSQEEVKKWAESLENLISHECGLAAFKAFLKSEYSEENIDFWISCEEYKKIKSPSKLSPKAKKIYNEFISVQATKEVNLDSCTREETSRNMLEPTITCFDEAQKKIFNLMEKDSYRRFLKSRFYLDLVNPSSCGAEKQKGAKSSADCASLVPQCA
#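 MLSMR compounds (23 nl, pin-transferred) preincubated 10 min at room temperature with a 500nM (2x) first reagent, then RGS4 at 900nM (2x) plus Transcreener GDP mix added; fluorescence polarization (620/688 nm) read before and after 90 min at 30 °C.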
# Vif-A3G inh = qHTS for Inhibitors of Vif-A3G Interactions: qHTS. DNA dC->dU-editing enzyme APOBEC-3G (Homo sapiens), Q9HC16. HeLa A3G-eYFP + Vif (tagged APOBEC3G with the HIV-1 protein that degrades it), YFP fluorescence, overnight. Potency, µM (series often up to 46.1 µM), for the others: at the highest dose activity, negative = active, most hits filed as inhibitors. actives 0.076% (n = 410,000). AID 602310, 2012;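 further: potency means the concentration at half of the fitted maximal effect; on the % scale 0 is the no-effect control and ±100 the full control effect; nearly all actives have a fitted effect of over 60% in size; hits raise eYFP signal because A3G escapes Vif-driven loss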
# Target sequence (Q9HC16 whole entry, looked up): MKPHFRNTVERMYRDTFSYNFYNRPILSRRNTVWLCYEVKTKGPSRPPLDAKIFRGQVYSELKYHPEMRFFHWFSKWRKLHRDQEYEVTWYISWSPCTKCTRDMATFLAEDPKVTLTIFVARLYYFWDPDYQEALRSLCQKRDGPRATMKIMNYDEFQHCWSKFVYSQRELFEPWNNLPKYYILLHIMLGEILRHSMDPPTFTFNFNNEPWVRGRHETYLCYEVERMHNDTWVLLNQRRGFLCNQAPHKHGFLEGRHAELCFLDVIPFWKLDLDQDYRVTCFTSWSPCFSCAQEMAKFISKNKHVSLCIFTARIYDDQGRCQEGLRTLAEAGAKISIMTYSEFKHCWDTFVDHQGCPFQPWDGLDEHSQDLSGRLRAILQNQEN
#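 HeLa cells stably expressing Vif and C-terminally eYFP-tagged A3G, seeded overnight at 37 deg C, then exposed to compound by pintool overnight at 37 deg C. Rise in yellow fluorescence (Ex 488/Em 500-530, Acumen) marks blocked Vif-driven A3G degradation.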
# USP1-UAF1 inh = Inhibitors of USP1/UAF1: Primary Screen; recombinant USP1/UAF1, Ub-Rhodamine cleavage fluorescence; Potency, µM (top dose mostly 57.1 µM), inactives show at the top dose activity change, negative = inhibition, most hits filed as inhibitors; actives 0.23% (n = 390,000); AID 743255, 2014; further: potency means the concentration at half of the fitted maximal effect; on the % scale 0 is the no-effect control and ±100 the full control effect; nearly all actives have a fitted effect of over 60% in size; inactives centre near -12
#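 In this screen, compounds sit with the deubiquitinase complex (1nM) for 15 min at room temperature before Ub-Rho is added at 150nM final. Fluorescence rise is then followed for 6 reads every 60 seconds.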
# Numbers without * were called inactive; ? = inconclusive; / = not tested or not shown; & = joins results of further samples; [ ] = dose if it differs, or a comment. Unless noted, the call rests on the fitted dose curve; in most records, active means well fitted curve in the direction sought with a large enough effect; inconclusive means small, poorly fitted or top-dose-only effect, or another doubt; inactive means no such curve, though single readings can be large; an effect the other way counts as inactive or inconclusive. An excerpt; count on the stated rates, not on these rows.
# Start of the listing, in advance, two compounds:
SMILES,TrxR1 substrate,TrxR1 inh,Vif-A3F inh,LDHA block,mIDH1 inhibitor,GRP78 ERSR act,RGS4 inh,Vif-A3G inh,USP1-UAF1 inh
Cc1ccccc1OCCn1c(CCNC(=O)C(C)(C)C)nc2ccccc21,-5%,-2%,-1%,1,3%,-2%,3%,-1%,-7%
COC(=O)c1sccc1NC(=O)Nc1ccc(C)c(C)c1,2%,30%,4%,-1,2%,-2%,-5%,-2%,?

# Main list, repeating the preview:
SMILES,TrxR1 substrate,TrxR1 inh,Vif-A3F inh,LDHA block,mIDH1 inhibitor,GRP78 ERSR act,RGS4 inh,Vif-A3G inh,USP1-UAF1 inh
Cc1ccccc1OCCn1c(CCNC(=O)C(C)(C)C)nc2ccccc21,-5%,-2%,-1%,1,3%,-2%,3%,-1%,-7%
COC(=O)c1sccc1NC(=O)Nc1ccc(C)c(C)c1,2%,30%,4%,-1,2%,-2%,-5%,-2%,?
CC(=O)N1CCC2(CC1)C(C#N)=C(N)OC1=C2C(=O)CC(C)(C)C1,1%,-5%,3%,5,1%,-1%,-1%,-1%,-11%
CCN(C(=O)CSc1nc2ccccc2n1CC(=O)N1CCCC(C)C1)c1ccccc1 (stereo not given),-4%[57.1 µM],-1%[57.1 µM],1%,-7,-14%,1%,2%,-3%,6%
COC(=O)C(NS(=O)(=O)c1ccc(C)cc1)c1ccccc1 (stereo not given),9%,43%[activator],-10%,-9,-7%,-5%,3%,-7%,-8%
CC(OC(=O)c1ccc(Cl)nc1)C(=O)Nc1ccc2c(c1)OCO2 (stereo not given),4%,29%,1%,3,11%,4%,1%,2%,-19%
COc1ccc2[nH]cc(CC(=O)O)c2c1,-1%,4%,-5%,3,-10%,-1%,21%,3%,13%
CCCCOc1ccc(C(=O)NCC(=O)NCC(c2ccc(F)cc2)N2CCOCC2)cc1 (stereo not given),1%,0%,-5%,-4,-4%,1%,34%,2%,1%
CC1=C(C(N)=O)C(c2ccccc2)n2nc(-c3ccncc3)nc2N1 (stereo not given),8%,25%,-1%,5,1%,-5%,8%,1%,-13%
CCN(CC)C(=O)COc1coc(CN2CCN(c3ccc(F)cc3)CC2)cc1=O,-2%,0%,6%,-3,4%,0%,-24%,5%,-12%
COc1ccc(CCNC(=O)C2CCN(S(=O)(=O)N3CC(C)CC(C)C3)CC2)cc1OC (stereo not given),-9%,18%,0%,1,2%,-2%,7%,-1%,-10%
CCc1ccc(CN2CCN(C(=O)c3cccc(OC)c3OC)CC2)cc1,-5%,-10%,2%,-24,12%,-4%,13%,5%,-16%
O=C(NC12CC3CC(CC(C3)C1)C2)c1cc(F)c(F)cc1Cl,6%[57.1 µM],7%[57.1 µM],-15%,-5,2%,0%,?,0%,-9%
CCOc1ccccc1CNC(=O)C1Cc2cc(S(=O)(=O)N3CCCCC3)ccc2N1C(C)=O (stereo not given),-16%,-31%,-11%,0,-3%,-6%,33%,-6%,-11%
O=C(CCCCCNc1nc(=S)[nH]c2ccccc12)NCCc1ccc(Cl)cc1,-20%[57.1 µM],18%[57.1 µM],0%,-4,0%,-9%,-45%,-18%,-8%
CN1C/C(=C/c2ccsc2)C(=O)/C(=C/c2ccsc2)C1,-5%,?,?,10,14%,-14%,-28%,?,-25%
C[C@H](CO)N1C[C@H](C)[C@@H](CN(C)S(=O)(=O)c2ccc(F)cc2)OCc2cn(nn2)CCCC1=O,/,/,-6%,5,12%,-3%,/,0%,-17%
CCOc1ccc(NC(=O)c2cccc(NC(=O)c3ccccc3)c2)cc1,1%[57.1 µM],2%[57.1 µM],-4%,-7,1%,-4%,4%,-9%,2%
Cc1nc2nc(CSc3nnc(C)s3)cc(=O)n2[nH]1,-3%&-9%,13%&-8%,-18%&-3%,1&-1,3%&0%,-4%&-5%,10%&12%,2%&2%,3%&-6%
Cc1ccc(C)c(S(=O)(=O)N2CCN(C(=O)[C@H](Cc3ccccc3)NC(=O)c3ccco3)CC2)c1,-5%[2.29 µM],-8%[2.29 µM],-1%,-4,-7%,-4%,2%,3%,-24%
Cc1ccc2c(c1)C1CN(C)CCC1N2C(=O)c1ccccc1NS(=O)(=O)c1cccc(C(F)(F)F)c1 (stereo not given),-11%,-12%,-7%,2,2%,-2%,6%,2%,-2%
O=C(CCN1CCc2ccccc2C1)Nc1ccc2c(c1)OCO2,2%,7%,1%,0,-2%,-4%,3%,-1%,-15%
Cc1cc2nc(NC(=O)c3ccc(S(=O)(=O)N4CCOCC4)cc3)sc2cc1C,3%[57.1 µM],25%[57.1 µM],-1%,1,-3%,-3%,6%,0%,-18%
CC(C)(C)OC(=O)N1CCC(NC(=O)c2[nH]cnc2C(=O)Nc2ccccc2F)CC1,/,/,-2%,0,1%,0%,/,-1%,?
O=C(NCCc1ccccc1)C(=O)NCC1CCCN1S(=O)(=O)c1ccccc1 (stereo not given),-6%,16%,-6%,1,12%,-5%,-16%,?,-19%
Cc1nccc(-c2cccc(N/N=C(\C#N)C(=O)c3ccccc3)c2)n1,-13%,-13%,-4%,-8,0%,-3%,-47%,-8%,-17%
COc1ccc(C(O)Cn2cc([N+](=O)[O-])nc2C)cc1 (stereo not given),13%[57.1 µM],27%[57.1 µM],1%,-12,-2%,-8%,-20%,0%,-9%
OC(c1ccc(Cl)cc1)c1nnc(-c2ccccc2)o1 (stereo not given),9%,20%,/,-12,12%,7%,-23%,1%,-6%
COc1ccccc1CN(C(=O)c1ccco1)C(C(=O)NC1CCCC1)c1ccncc1 (stereo not given),-3%,-31%,0%,-1,-2%,0%,19%,0%,-16%
Cc1cc(C)c(C)c(Oc2ncnc(N)c2[N+](=O)[O-])c1,-7%,-2%,-5%,-7,2%,-5%,-16%,-9%,-11%
O=C(CCN1C(=O)/C(=C/C=C/c2ccccc2)SC1=S)Nc1ccccn1,-7%,-37%,?,0,7%,-8%,-37%,-9%,-4%
COc1ccc([N+](=O)[O-])cc1NC(=O)CSc1ncccn1,0%[57.1 µM],18%[57.1 µM],5%,-5,3%,2%,-4%,-1%,-10%
O=C(COc1ccc(S(=O)(=O)NC2CCCCC2)cc1Cl)N1CCN(c2ccccc2)CC1,4%,25%,-1%,-5,-6%,-1%,3%,1%,-21%
CCOc1ccc(-c2nnn(CC(=O)NCc3ccc(F)cc3)n2)cc1OCC,6%[57.1 µM],19%[57.1 µM],-12%,-8,5%,-1%,-6%,0%,1%
Cc1ccnc2c1ccc1cccnc12,5%[57.1 µM],0%[57.1 µM],-5%,25,12%,-5%,-13%,6%,-18%
CC(C)(C)OC(=O)Nc1ccc([C@@H](NC(=O)OC(C)(C)C)C(=O)OC(C)(C)C)cc1,-5%,-2%,-7%,-1,-2%,-4%,6%,-4%,?
CCc1ccccc1NC(=O)CN(C)Cc1c(O)ccc2ccccc12,6%,40µM*,-2%,21,7%,9%,?,-16%,-20%
Cc1ccc(C)c(N(C)C(=O)c2cc3c(s2)-c2ccccc2OC3)c1,-2%,5%,-5%,2,-1%,-4%,20%,-2%,-10%
COc1cccc(-c2nc(-c3ccc4c(c3)-c3ccccc3S4(=O)=O)c(-c3ccccc3)[nH]2)c1OC,108%[activator],64%[activator],/,-3,2%,-3%,8%,-4%,0%
O=C(NCC1(N2CCCCC2)CCCCC1)c1ccc(NS(=O)(=O)c2ccccc2)cc1,8%[57.1 µM],8%,-27%,-1,3%,-4%,11%,0%,15%
O=C1CC(NNC(=O)c2ccc(Br)cc2)C(=O)N1 (stereo not given),-1%[57.1 µM],11%[57.1 µM],7%,-6,10%,3%,-29%,-3%,-2%
O=C(O)c1cc(N/N=C/C(Cl)=C/c2ccccc2)ccc1Cl,-7%[57.1 µM],-13%[57.1 µM],-5%,3,0%,-16%,-23%,3%,-26%
Cc1ccsc1C(=O)N1CCCC(CCC(=O)N2CCN(c3ccccn3)CC2)C1 (stereo not given),2%,3%,-2%,-3,-7%,2%,32%,2%,-1%
CCOC(=O)c1ccccc1NC(=O)CN(c1cc(C(F)(F)F)ccc1Cl)S(C)(=O)=O,-5%,12%,2%,1,-9%,-4%,-11%,3%,-30%
